APJ ag: agonists of human apelin receptor APJ, primary screen, CHO-K1 cells, PathHunter beta-arrestin, luminescence; P35414; 0% DMSO wells, 100% apelin; activation, % at 20 µM; hit rate 0.11% among 330,000;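 active = activation more than six SD over the plate average, tested at 20 µM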;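 note: 0% = DMSO alone and 100% = apelin-13 at 10 nM; some results filed as inactive read as strong as hits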
Target sequence (P35414 whole entry, looked up): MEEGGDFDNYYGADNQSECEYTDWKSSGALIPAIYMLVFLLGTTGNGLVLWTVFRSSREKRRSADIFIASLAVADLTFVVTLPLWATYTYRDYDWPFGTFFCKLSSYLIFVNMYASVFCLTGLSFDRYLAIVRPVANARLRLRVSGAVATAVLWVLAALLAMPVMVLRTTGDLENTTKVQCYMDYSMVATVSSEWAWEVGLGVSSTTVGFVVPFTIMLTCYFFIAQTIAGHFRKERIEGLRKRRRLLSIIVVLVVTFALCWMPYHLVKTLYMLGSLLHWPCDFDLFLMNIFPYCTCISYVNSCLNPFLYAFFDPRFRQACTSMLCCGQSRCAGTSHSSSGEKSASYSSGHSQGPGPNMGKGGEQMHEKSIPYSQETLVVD
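Assay system: engineered CHO-K1 APJ arrestin reporter cells; Amount: 1000 CHO-K1 reporter cells seeded per well; Dosing: one dose, 20 µM compound, 1% DMSO; Times: compound stimulation 90 min at 25 °C, detection 60 min; Measured by: luminescent beta-gal fragment complementation, chemiluminescent substrate; Read-out: APJ–arrestin association signal; Controls: DMSO vs Apelin-13 10 nM.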
EBI2 block: EBI2 receptor antagonists, beta-arrestin recruitment, primary screen, cell-based, luminescence, 7a,25-OHC stimulation, uHTS; G-protein coupled receptor 183 (Homo sapiens), P32249; 7a,25-OHC stimulated; inhibition, % at 5 µM; hit rate 0.81% among 360,000; AID 651636, 2012; in the data active = inhibition above about 38%;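 note: enzyme fragment complementation signal reports receptor beta-arrestin coupling in cells; 0% = agonist plus DMSO wells and 100% = wells without agonist; some results beyond the cut were filed as inactive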
Target sequence (P32249 whole entry, looked up, the tested form may be a part): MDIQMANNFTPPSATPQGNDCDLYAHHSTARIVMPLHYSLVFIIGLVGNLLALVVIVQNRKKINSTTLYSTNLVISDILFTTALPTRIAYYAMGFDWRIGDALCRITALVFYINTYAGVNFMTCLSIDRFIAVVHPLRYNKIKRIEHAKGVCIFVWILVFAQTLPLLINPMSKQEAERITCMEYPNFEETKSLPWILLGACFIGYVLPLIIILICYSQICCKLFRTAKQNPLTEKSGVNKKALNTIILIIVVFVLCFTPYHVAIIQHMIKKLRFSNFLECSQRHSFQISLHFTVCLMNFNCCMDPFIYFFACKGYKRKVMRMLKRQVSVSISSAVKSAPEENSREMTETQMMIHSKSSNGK
tim23-1 inh: growth inhibitors of tim23-1 mutant yeast, primary screen, luminescence, uHTS; S. cerevisiae tim23-1 growth, BacTiter-Glo luminescence, 24 h; inhibition, % at 20 µM; hit rate 1.3% among 330,000;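 active = growth inhibition of the mutant yeast at or above 50%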;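 note: temperature-sensitive mutant grown at 25 °C; plate controls were DMSO-treated mutant yeast for no effect and medium wells lacking yeast for full effect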
CCR6 antagonist: CCR6 receptor antagonists, primary screen, cell-based, CHO-K1, luminescence, beta-arrestin, uHTS. C-C chemokine receptor type 6 (Homo sapiens), P51684. CHO-K1 CCR6 PathHunter beta-arrestin, CCL20-stimulated. inhibition, % at 20 µM. hit rate 0.49% among 340,000. AID 493098, 2011;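 active = compounds whose inhibition of the agonist-driven luminescence signal at 20 µM reaches about 50%, limit read from the data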;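 note: cells stimulated with CCL20 at 14 nM final; plate controls were DMSO with CCL20 for no effect and DMSO without agonist for full effect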
CXCR6 block: CXCR6 receptor inhibitors, primary screen, cell-based, beta-arrestin, luminescence, CHO-K1 PathHunter, 1536-well; inhibition, % at 20 µM; C-X-C chemokine receptor type 6 (Homo sapiens), O00574; hit rate 0.36% among 360,000; in the data active = inhibition above about 34%, passing the limit was not always enough;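 note: antagonist mode with CXCL16 agonist at 10 nM final; 0% = 10 nM CXCL16 with DMSO and 100% = unstimulated wells without agonist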
Target sequence (O00574 whole entry, looked up): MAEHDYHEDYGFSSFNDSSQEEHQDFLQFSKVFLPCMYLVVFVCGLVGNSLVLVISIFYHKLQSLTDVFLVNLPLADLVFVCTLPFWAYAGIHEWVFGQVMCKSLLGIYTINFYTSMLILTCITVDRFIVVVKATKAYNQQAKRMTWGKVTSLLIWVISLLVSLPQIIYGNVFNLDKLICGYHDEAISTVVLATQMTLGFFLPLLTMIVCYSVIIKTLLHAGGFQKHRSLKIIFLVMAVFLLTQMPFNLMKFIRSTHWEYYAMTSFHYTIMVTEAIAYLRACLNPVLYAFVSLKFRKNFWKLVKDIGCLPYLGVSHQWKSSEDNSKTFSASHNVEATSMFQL
UPR CHOP act: activators of apoptotic CHOP UPR arm, primary screen, cell-based, CHO-CHOP luciferase reporter, luminescence, uHTS | hit rate 0.34% among 330,000 | activation, % at 10 µM | UPR activation; percent of tunicamycin response over DMSO baseline;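 active = at 10 µM dose, activation of 40% or more, normalized to positive control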;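 note: 100% = tunicamycin at 10 µg/mL and 0% = DMSO alone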
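System: CHO-CHOP luciferase reporter cell line; amount: 500 cells/well; buffer or medium: F12 medium containing 10% fetal bovine serum; incubation: 6 h compound exposure at 37 °C after overnight seeding; measured by: luciferase luminescence after 10 min with Steady-Glo reagent; evaluation: % reporter activation, DMSO baseline versus tunicamycin full activation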
Mdm2 MdmX PPI: inhibitors of human Mdm2-MdmX association, primary screen, cell-based, luminescence, split luciferase, SaOS-2, uHTS; Protein Mdm4 (Homo sapiens) + E3 ubiquitin-protein ligase Mdm2 (Homo sapiens), …; hit rate 3% among 330,000; inhibition, % at 8 µM; SaOS-2 split-luciferase Mdm2/MdmX complementation;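 active = inhibition of at least 50% at 8 µM in the primary screen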
UPR XBP1 act: activators of adaptive XBP1 UPR arm, primary screen, cell-based, CHO-XBP1 luciferase reporter, luminescence, uHTS; IRE1-XBP1 UPR activation; percent of tunicamycin response, DMSO as zero; activation, % at 20 µM; hit rate 0.33% among 330,000; AID 463104, 2010;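 active = versus positive control, 20 µM dose yields 30% or more activation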;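 note: 100% = tunicamycin at 10 µg/mL and 0% = DMSO only wells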
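incubation = overnight seeding at 37 °C, 6 h compound treatment at 37 °C | assay system = CHO-XBP1 cells stably carrying IRE1-XBP1-driven luciferase reporter | input = 1000 cells per well | detection = luciferase luminescence | dosing = single point, 20 µM final compound, 1% DMSO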
APJ antag: antagonists of human apelin receptor APJ, primary screen, CHO-K1 cells, beta-arrestin complementation, luminescence | AID 2521, 2010 | hit rate 0.32% among 330,000 | P35414 | inhibition, % at 20 µM;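 active = inhibition above about 40% at 20 µM, limit read from the data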;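 note: cells challenged with 10 nM apelin-13 agonist together with compound; plate controls were apelin-13 plus DMSO wells for no effect and DMSO wells lacking apelin-13 for full effect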
An asterisk follows results filed as active; . = not tested or not shown. An excerpt; the hit share may differ from the screen's.

SMILES	APJ ag	EBI2 block	tim23-1 inh	CCR6 antagonist	CXCR6 block	UPR CHOP act	Mdm2 MdmX PPI	UPR XBP1 act	APJ antag
COc1cc(CCC(=O)OCC(=O)NC(=O)c2ccc(Cl)cc2)cc(OC)c1OC	-0.7	2.0	14.7	14.9	-1.6	0.3	9.4	-1.3	13.0
Cc1ccc(N2C(=O)CSC2c2ccccn2)cc1Cl (stereo unspecified)	-1.4	5.7	11.0	8.3	6.9	3.6	8.5	-1.7	7.1
CCC(C)NC(=O)[C@H](CSCc1ccccc1)N1Cc2ccccc2C1=O (stereo partly specified)	0.8	4.2	31.8	0.8	-1.3	-1.0	4.8	-2.2	2.7
CCOc1ccc(-n2c(SCC(=O)Nc3cc(C)on3)nc3c(c2=O)SCC3)cc1	0.9	7.5	4.8	7.2	4.5	1.1	32.9	-0.4	17.3
Cc1ccnc(NS(=O)(=O)c2ccc(C(C)(C)C)cc2)c1	-2.4	.	4.4	.	.	-1.5	1.9	-0.1	10.0
O=C(NC(=S)N1CCN(c2nc(-c3ccccc3)cs2)CC1)c1cccnc1	-3.3	-8.3	12.1	31.7	15.7	-1.1	-16.3	-0.4	7.3
COc1ccccc1N=Cc1c(C)[nH]n(-c2ccc(C)cc2C)c1=O	-3.3	7.7	-0.5	14.2	0.3	-1.9	-3.2	-2.7	8.7
CCn1c(=O)c(C(=O)CN2CCN(S(=O)(=O)c3ccccc3)CC2)c(N)n(Cc2ccccc2)c1=O	-0.7	9.2	4.1	3.2	2.9	1.1	13.5	-0.3	28.6
Cc1cccc(-c2n[nH]c(=S)n2/N=C/C=C/c2ccco2)c1	0.1	0.3	22.6	14.5	15.0	2.2	0.4	0.5	8.8
Cc1ccc(-c2nc(CS(=O)CC(=O)NCCN3CCCCCC3)c(C)o2)cc1 (stereo unspecified)	-3.0	14.8	-2.6	-2.4	5.0	0.2	-8.9	-2.5	9.6
COc1cc(-c2nc3cnccn3c2NC(C)(C)CC(C)(C)C)ccc1O	-1.4	2.2	26.0	-6.7	-4.8	-0.4	9.5	1.4	6.0
c1cc(N2CCCC2)ccc1C(c1nnnn1C1CCCCC1)N1CCOCC1 (stereo unspecified)	-5.8	4.6	12.1	13.9	12.1	-0.6	-34.3	-2.0	10.7

2 compounds picked at random from the list so far, as already listed:
SMILES	APJ ag	EBI2 block	tim23-1 inh	CCR6 antagonist	CXCR6 block	UPR CHOP act	Mdm2 MdmX PPI	UPR XBP1 act	APJ antag
Cc1ccc(N2C(=O)CSC2c2ccccn2)cc1Cl (stereo unspecified)	-1.4	5.7	11.0	8.3	6.9	3.6	8.5	-1.7	7.1
Cc1ccnc(NS(=O)(=O)c2ccc(C(C)(C)C)cc2)c1	-2.4	.	4.4	.	.	-1.5	1.9	-0.1	10.0

Other compounds follow:
SMILES	APJ ag	EBI2 block	tim23-1 inh	CCR6 antagonist	CXCR6 block	UPR CHOP act	Mdm2 MdmX PPI	UPR XBP1 act	APJ antag
CC12CCC(=O)N1C(C(=O)Nc1cccc(S(=O)(=O)N3CCCCC3)c1)CS2 (stereo unspecified)	-2.8	-0.8	18.8	6.4	-1.9	2.6	2.7	1.5	19.9
CN(C)C(=O)c1c([N+](=O)[O-])c(C(C)(C)C)nn1C	3.2	-16.1	6.2	-3.6	-1.0	-0.2	23.8	0.7	6.0
COc1cc(C(=O)Nc2nccs2)ccc1OCc1c(C)noc1C	-0.7	-3.2	14.7	10.0	-2.5	0.6	21.8	-4.8	14.8
CN=CC1=C(O)c2ccccc2C1=O	1.7	-2.9	-0.7	6.3	-4.7	-0.6	24.0	-1.8	23.5
Cn1c(=O)c2[nH]c(-c3ccccc3)c(O)c2n(C)c1=O	7.9	-1.5	-10.7	-4.3	-7.6	2.6	1.7	-1.9	-48.0
Cc1[nH][nH]c(=O)c1C(c1ccc(-c2cccc(C(=O)O)c2)o1)c1c(C)[nH][nH]c1=O	-2.4	5.3	11.6	9.2	5.3	2.1	10.5	1.7	3.9
COc1cc2cc(C(c3nnnn3Cc3ccc(F)cc3)N3CCCCCC3)c(=O)[nH]c2cc1OC (stereo unspecified)	-1.4	-5.8	12.0	2.4	4.8	2.0	-4.4	-0.1	17.1
Cc1nc2scc(C)n2c(=O)c1S(=O)(=O)Nc1ccc(N2CCN(C(=O)C(C)C)CC2)cc1	-1.1	-7.9	3.4	2.6	-0.2	0.0	17.7	-5.1	4.1
CN(C)S(=O)(=O)Oc1ccsc1C(=O)Nc1ccc(Br)cc1	-4.1	8.5	16.2	17.3	-1.5	1.6	-9.8	1.6	-6.1
COc1ccc(/C=N\NC(=O)C2=NNC(=O)C2C)cc1 (stereo unspecified)	-5.9	3.3	10.3	3.3	-12.9	1.4	-30.1	-0.6	3.1
Cc1ccccc1CNC(=O)C1CCCN(c2cnccn2)C1 (stereo unspecified)	-3.6	7.2	4.8	-4.5	2.7	-0.3	-12.3	-0.5	-4.0
CCOC(=O)N1CCC(NC(=O)CSCc2nc(-c3ccc(OCC)cc3)oc2C)CC1	-5.0	4.8	25.9	11.2	1.2	0.7	18.1	-7.4	12.7
Cc1c(C(=O)N2CCCCC2)c(S(=O)(=O)N(C)Cc2ccccc2)c(C)n1C	-4.0	0.4	-6.5	-7.9	3.6	0.3	16.3	-1.7	-1.4
COc1ccc(-c2nnc3ccc(SCC(=O)N4CCOCC4)nn23)cc1	-3.7	-9.4	-6.7	-7.9	-1.7	0.6	16.3	-3.9	20.1
COc1cc(N=Cc2c(O)[nH]c3ccccc23)cc(OC)c1OC	3.9	-4.5	40.5	3.2	4.8	13.9	80.2*	-0.3	3.5
COC(=O)[C@@H]1C[C@@H](C(=O)O)[C@H](C)C1(C)C	6.3	-8.5	6.6	6.9	-11.0	0.6	-4.4	-2.0	2.6
COC(=O)c1cn(CC(=O)N2CCCCCC2)c2ccccc12	-4.6	-5.1	16.6	6.7	8.5	-0.5	-4.5	0.9	-10.2
Cc1noc(C)c1CSCC(=O)N(C)CC(=O)Nc1ccc(F)c(F)c1F	-0.1	-15.0	7.4	8.1	13.1	-1.1	11.3	1.2	0.3
CN(c1ccc([N+](=O)[O-])cc1C(=O)Nc1ccccc1)C1CCCCC1	-2.1	40.5*	29.7	24.7	13.7	0.9	-2.7	-0.4	21.9
Cc1ccc(-c2cc(-c3ccco3)c3c(N)c(C(=O)NN)oc3n2)cc1	0.4	-0.1	29.6	5.3	6.8	1.4	18.2	-0.7	-18.7
CCc1ccc(S(=O)(=O)N2CCN(C(=O)C3CCN(C(C)=O)CC3)CC2)cc1	9.3	-1.8	1.3	18.1	-3.7	-1.3	-0.4	0.6	8.7
NC(=O)CCC(=O)N1CCCC(C(=O)c2ccc(C(F)(F)F)cc2)C1 (stereo unspecified)	-0.3	-15.8	-6.2	0.1	4.8	0.8	-21.6	-5.8	6.6
Cc1ccc(S(=O)(=O)N/N=C/c2ccc(C#N)cc2)cc1	-8.2	19.7	20.7	26.5	4.5	0.2	15.8	-3.3	20.5
Cc1cc(=O)oc2cc(OCC(=O)OC(C)C(=O)NC3CCCC3)ccc12 (stereo unspecified)	-1.6	9.3	5.1	9.9	-1.9	-0.3	14.8	3.1	9.4
O=C1CCC[C@@H]2Cc3[nH]c4c(Cl)ccc(Cl)c4c3[C@@H]3CCN1[C@H]23	7.1	4.2	32.6	6.1	-2.7	3.1	27.4	-1.2	13.4
Cc1ccc2cccc(OCCCOc3ccccc3F)c2n1	-0.9	15.8	46.3	16.1	-0.1	3.7	0.8	-1.4	-20.0
COc1cc(/C=C(\C#N)c2nc3ccccc3[nH]2)ccc1O	-0.4	-0.6	56.4*	16.2	8.5	3.9	-44.3	0.6	11.9
Cc1ccc(F)cc1NC(=O)Cc1ncc(C(F)(F)F)cc1Cl	-3.1	-9.6	11.3	17.1	-13.6	-0.9	-25.2	1.5	-1.8
O=C(O)COc1ccc(/C=N/NC(=O)c2cccc3ccccc23)cc1	-3.6	-1.6	1.9	-1.6	-7.1	-1.0	3.8	-4.0	13.8
CCN(C[C@H]1N[C@@](C)(C(=O)OC)[C@H]2C(=O)N(C)C(=O)[C@@H]12)S(=O)(=O)c1ccccc1	-1.7	-4.3	2.1	3.1	-3.2	-0.2	12.5	-2.6	-1.2
O=C1NCCCCC1NS(=O)(=O)c1ccc(F)c(F)c1 (stereo unspecified)	-0.7	3.5	7.9	-2.8	-11.4	0.7	8.6	1.4	-3.4
Cc1cc(NC(=O)CSc2ccc3nnc(CCNS(=O)(=O)c4ccccc4)n3n2)no1	-0.1	-0.5	18.1	15.4	0.3	-0.4	17.0	-4.5	-1.0
COc1ccc(C)cc1NC(=O)COC(=O)c1ccccc1SCC(=O)N1CCCC1	-1.6	-8.7	17.0	4.7	5.1	-1.6	17.3	-2.1	10.1
CC1CCc2[nH]c3ccc(C(=O)N(C)CC(=O)Nc4ccc(F)cc4)cc3c2C1 (stereo unspecified)	6.0	15.4	40.1	-7.2	3.4	0.6	4.1	0.0	0.3
CC(=O)c1cc(CC=C(C)C)c(O)cc1O	-2.2	6.7	32.1	5.2	-1.1	-1.3	36.4	1.2	4.0
COc1ccc(N2CCN(C(=O)CCNS(=O)(=O)c3ccc(Br)s3)CC2)cc1	-0.1	-6.6	31.7	-5.0	7.3	-0.8	17.2	-1.8	14.9
CCC(=O)Nc1ccc(C(=O)COC(=O)CCN2C(=O)C3CC=CCC3C2=O)cc1 (stereo unspecified)	-2.9	2.4	15.2	3.8	-1.3	2.6	-5.3	-0.6	16.5
CCOc1ccc2nc(SCC(=O)NC3CCCc4ccccc43)sc2c1 (stereo unspecified)	-1.9	13.6	3.6	24.2	7.4	3.5	26.0	-3.4	-4.8
CC1=NCCN1S(=O)(=O)c1ccc(Br)c(C)c1	-0.2	-23.7	25.6	13.2	-2.8	4.5	40.3	0.0	-3.7
COc1ccc(CN(C)C(=O)c2ccc(OCC(=O)N3CCOCC3)c(OC)c2)cc1	-0.6	-6.0	-13.7	10.7	-3.4	-3.2	10.6	-1.9	5.4
COc1ccc(N2CCN(S(=O)(=O)c3ccc(OC)c(C(=O)N4CCOCC4)c3)CC2)cc1	1.9	-1.1	18.7	-10.3	8.2	1.7	-16.3	-0.6	1.5
Cc1cccc(-c2noc(CCC(=O)NC3CCCC3)n2)c1	-1.1	.	2.1	16.0	.	0.9	4.4	-3.1	11.2
Cc1cc(Cl)ccc1OCCNC(=S)NC(=O)c1cccnc1	1.5	7.1	-11.8	24.6	7.4	-0.3	22.5	-0.9	7.8
